# Screens (PubChem)
# CHRM1 PAM: human M1 muscarinic receptor positive allosteric modulators, primary screen, CHO-K1 cells, Fluo-8 calcium fluorescence, 1536-well; AID 588819, 2011; activation, % at 3 µM; hit rate 0.088% among 360,000; CHO-K1 hM1, ACh EC20; 0% = ACh EC20, 100% = maximal ACh; in the data active = activation above about 19%, passing the limit was not always enough
# TAAR1 agonist: human TAAR1 agonists, primary screen, Fluo-8 calcium fluorescence, CHO RD-HGA16 cells. hit rate 0.99% among 360,000. Trace amine-associated receptor 1 (Homo sapiens), Q96RJ0. activation, % at 3 µM. vehicle wells 0%, saturating PEA agonist 100%;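 active = activation above the mean activation of all test compounds in the run plus 3 SD, cut at about 38% in these data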
# Target sequence (Q96RJ0 whole entry, looked up): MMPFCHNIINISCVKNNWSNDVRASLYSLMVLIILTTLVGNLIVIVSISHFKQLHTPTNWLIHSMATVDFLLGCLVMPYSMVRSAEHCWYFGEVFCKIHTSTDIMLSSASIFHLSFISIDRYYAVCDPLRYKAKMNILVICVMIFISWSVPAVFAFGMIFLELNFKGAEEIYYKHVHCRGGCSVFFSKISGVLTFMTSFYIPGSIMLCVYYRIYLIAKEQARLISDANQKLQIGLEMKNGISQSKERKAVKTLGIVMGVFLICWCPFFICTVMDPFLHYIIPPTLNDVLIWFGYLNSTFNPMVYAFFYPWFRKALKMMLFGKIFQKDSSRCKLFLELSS
#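 Test system: RD-HGA16 (CHO) cells co-expressing Gα16 and hTAAR1 / Benchmarks: DMSO vehicle as 0%, PEA at EC100 as 100% / Repeats: no replicates (n 1) / Measure: % activation from peak over basal fluorescence ratio, DMSO-to-PEA scaled / Timing: 17-24 h plating, Fluo-8 75 min 37 °C, 30 min RT / Technique: kinetic Fluo-8 calcium fluorescence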
# OXTR potentiate: human OXTR potentiators, primary screen, fluorescence, CHO-OTR cells, Fluo-8 calcium; Oxytocin receptor (Homo sapiens), P30559; Fluo-8 calcium fluorescence, potentiator mode; 0% = oxytocin EC15, 100% = EC100; activation, % at 3 µM; hit rate 0.061% among 320,000;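 active = activation above that plate's cutoff, the mean activation of tested compounds plus 3 SD, cut at about 6.6% in these data, passing the limit was not always enough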;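 also: 100% uses oxytocin at 75 nM as the full agonist control; some results filed as inactive read as strong as hits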
# Target sequence (P30559 whole entry, looked up): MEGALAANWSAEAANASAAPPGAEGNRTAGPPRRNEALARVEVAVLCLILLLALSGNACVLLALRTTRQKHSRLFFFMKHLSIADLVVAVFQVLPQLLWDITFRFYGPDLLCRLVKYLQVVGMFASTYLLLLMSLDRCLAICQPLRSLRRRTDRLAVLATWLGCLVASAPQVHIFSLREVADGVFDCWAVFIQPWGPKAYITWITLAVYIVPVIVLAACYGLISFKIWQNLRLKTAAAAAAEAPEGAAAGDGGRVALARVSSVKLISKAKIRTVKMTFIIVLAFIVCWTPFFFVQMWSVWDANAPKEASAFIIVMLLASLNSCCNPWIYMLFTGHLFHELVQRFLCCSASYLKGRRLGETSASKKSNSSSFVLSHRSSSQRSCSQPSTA
#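 Material: human OTR in CHO cells. Compound: 3.0 µM, one dose. Timing: compound 6 min at room temperature before oxytocin, 100 s read. Evaluation: % activation of max/min ratio relative to oxytocin controls. Replication: single well per compound, singlicate. Signal: Fluo-8 calcium dye fluorescence.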
# M1 ag: human M1 muscarinic receptor agonists, primary screen, Fluo-8 calcium fluorescence, CHO-K1 cells, HTS; Muscarinic acetylcholine receptor M1 (Homo sapiens), P11229; CHO-K1 hM1, agonist mode; 0% DMSO, 100% acetylcholine EC100; activation, % at 3 µM; hit rate 0.33% among 360,000; AID 588814, 2011;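 active = activation above the run's mean compound activation plus 3 SD, cut at about 16% in these data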;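 also: peak over basal fluorescence ratio within a 140 s kinetic read after compound addition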
# TAAR1 antag: human TAAR1 antagonists, primary screen, Fluo-8 calcium fluorescence, CHO RD-HGA16 cells | antagonist | inhibition, % at 3 µM | hit rate 1.5% among 360,000 | AID 624466, 2012;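 active = inhibition above a per-plate cutoff, the mean inhibition of test compounds on that plate plus 3 SD, cut at about 49% in these data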;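 also: 0% = DMSO plus EC80 beta-PEA response and 100% = DMSO alone without agonist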
#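 System: CHO RD-HGA16 cells bearing hTAAR1. Reagent: EC80 β-phenethylamine stimulus. Schedule: seeding 17-24 h prior, 75-min 37 °C, 30-min RT dye loading. Signal: Fluo-8 intracellular calcium dye fluorescence, real-time kinetic reads. Read-out: % inhibition from peak post-agonist over basal fluorescence ratio. Benchmarks: vehicle wells and EC80 agonist wells. Replicates: n of 1.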
# V1aR counter: agonists of human V1a receptor, primary screen, counter-screen for OXTR agonist project, fluorescence, CHO-V1R cells | Vasopressin V1a receptor (Homo sapiens), P37288 | Fluo-8 calcium fluorescence, agonist mode; 0% DMSO, 100% 3 nM vasopressin | activation, % at 3 µM | hit rate 0.25% among 320,000 | AID 2797, 2010;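 active = activation above the mean activation of all tested compounds plus 3 SD, per screening run, cut at about 20% in these data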;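 also: signal is peak over basal fluorescence ratio across a 100 second FLIPR read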
# M1 antag: human M1 muscarinic receptor antagonists, primary screen, CHO-K1 cells, Fluo-8 calcium fluorescence, 1536-well. Muscarinic acetylcholine receptor M1 (Homo sapiens), P11229. CHO-K1 hM1, ACh EC80 antagonist. inhibition, % at 3 µM. hit rate 1.3% among 360,000;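 active = percent inhibition above its own plate's cutoff, namely the mean of that plate's compound wells plus 3 SD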;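 also: peak over basal fluorescence ratio during 140 s after agonist addition; 0% = ACh EC80 plus DMSO and 100% = DMSO alone without agonist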
# OXTR agonist: human OXTR agonists, primary screen, fluorescence, CHO-OTR cells, Fluo-8 calcium | Oxytocin receptor (Homo sapiens), P30559 | Fluo-8 calcium fluorescence; normalized: DMSO 0%, oxytocin 100% | activation, % at 3 µM | hit rate 0.32% among 320,000;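 active = activation above the mean of all tested compounds plus 3 SD, cutoff set per screening run, cut at about 20% in these data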;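 also: peak over basal fluorescence ratio from a 100 s FLIPR kinetic read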
# CHO parental Ca: ATP-evoked calcium signal inhibitors, parental CHO, primary screen, counter-screen for OX1R antagonist project, cell-based, fluorescence, Fluo-8 calcium dye | hit rate 0.63% among 330,000 | inhibition, % at 5.6 µM | parental CHO-K1, ATP-induced calcium, Fluo-8 fluorescence | AID 463079, 2010;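 active = inhibition above that plate's mean sample inhibition plus 3 SD, cut at about 26% in these data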;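 also: 0% = ATP-challenged DMSO wells and 100% = DMSO wells without ATP; some compounds past the cut are filed as inactive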
#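 test system = CHO parental line | reagent = ATP stimulus | measured by = intracellular calcium via Fluo-8 no-wash fluorescent dye | control set = ATP and no-ATP DMSO wells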
# The depositor's hits bear a star; x = not tested or not shown. The list is partial (hit frequency here may not be typical).
Structure	M1 antag	OXTR potentiate	CHO parental Ca	OXTR agonist	TAAR1 antag	V1aR counter	TAAR1 agonist	M1 ag	CHRM1 PAM
COc1cccc(CNCCc2c[nH]c3ccccc23)c1	3.0	-10.7	-6.1	3.2	0.7	6.0	2.7	-6.3	-1.1
O=C(C1CCCN(S(=O)(=O)c2cccc3nsnc23)C1)N1CCC2(CC1)OCCO2 (stereo not given)	x	1.2	-12.3	0.1	6.4	-0.3	1.1	x	x
O=P(O)(Oc1ccccc1)OC(c1ccccc1)C(F)(F)C(F)(F)F (stereo not given)	3.1	-5.3	-6.5	0.4	-7.3	-0.7	0.8	-2.6	0.2
COC(=O)Cn1cc(/C=C2\C(=O)NC(=O)N(c3ccc(OC)cc3)C2=O)c2ccccc21	8.8	-12.8	-4.2	1.1	8.4	0.8	6.7	-3.3	-2.5
Cn1cc(C(=O)N2CCOCC2)c2ccccc21	10.9	0.4	3.2	0.4	-7.2	-0.4	4.3	-0.2	-1.2
CCN1CC2([N+](=O)[O-])CC=C(Cl)C([N+](=O)[O-])(C1)C2 (stereo not given)	-4.8	-10.0	-1.2	-0.1	-11.4	-0.6	0.9	-3.8	-0.9
O=C(NC1CCCCC1)[C@@H]1CC=C[C@@H]2CCN(Cc3ccccc3)C(=O)[C@@H]21	-2.2	-1.6	-13.0	-0.9	-2.7	-0.2	4.8	-7.0	8.0
CCn1c(O)c(C(c2ccccn2)c2c(O)n(CC)c(=S)[nH]c2=O)c(=O)[nH]c1=S	-24.3	-7.0	3.2	-0.8	-2.4	-0.5	6.1	0.4	5.6
Cc1ccccc1NC(=O)Cc1nc(COC(=O)Cc2ccccc2)cs1	-11.4	-2.0	-8.8	10.4	-4.7	7.9	5.4	-4.2	7.8
N[C@@]1(C(=O)O)CC[C@@H](C(=O)O)C1	-13.4	3.8	-6.9	2.7	-18.7	1.2	1.5	-3.2	-1.4
CCCCOC1OCN(C2CCCCC2)CC1(C)C (stereo not given)	-4.1	x	x	x	-17.4	x	2.4	-2.4	4.7
Cc1ccc(NC2=NCCCS2)c(C)c1C	14.1	-10.2	-18.2	-1.0	-15.0	0.4	0.4	-11.1	-12.8
CC(C)NS(=O)(=O)c1ccc(OCC(=O)N2CCN(Cc3ccccc3)CC2)c(Cl)c1	-2.5	-3.5	-16.0	3.6	-3.3	2.9	10.2	-4.6	3.2
COc1ccc2[nH]cc(CCN=C(N)N)c2c1	-2.4	-5.2	9.9	-0.2	14.2	-0.3	7.0	-2.2	5.6
CC(C)OCCCNC(=O)c1c(N)n(CC2CCCO2)c2nc3ccccc3nc12 (stereo not given)	4.5	-1.8	-24.2	-0.3	21.3	0.8	4.6	-2.7	-3.6
CCOc1ccccc1C1SCC(=O)Nc2c1c(=O)[nH]n2C(CC)CC (stereo not given)	-26.8	-5.4	-11.5	0.0	-4.5	0.8	2.8	-3.0	8.0
CN1/C(=C\C=C\C2=[N+](C)c3ccc4ccccc4c3C2(C)C)C(C)(C)c2ccccc21	x	-23.7	97.5*	80.5*	x	58.7*	x	x	x
CCN(CC)CC(=O)Nc1ccc(Cl)cc1C(=O)c1ccccc1	-9.5	-0.4	-48.5	-2.8	-2.8	-0.9	12.9	-6.3	-9.7
Cc1ccc(CN2C3CCCC2CC(NC(=S)NCc2ccccc2)C3)cc1 (stereo not given)	1.5	-6.3	-29.4	10.9	3.5	3.2	11.2	-13.7	-17.2
Clc1cccc(NC2=NCCS2)c1	-15.4	x	x	x	-13.9	x	3.5	-5.7	8.5
N=C1SCC(=O)N1Cc1ccccc1	4.7	-3.1	-9.8	0.5	3.3	0.5	-0.1	-5.8	1.5
O=C(NN=Cc1ccc(N(CCCl)CCCl)cc1)c1cc(=O)[nH]c(=O)[nH]1	-15.7	x	x	x	-27.9	x	1.1	-2.8	11.2
CC(=O)NNC(=O)CN1C(=O)CN=C(c2ccccc2)c2cc(Br)ccc21	-10.7	-3.9	4.3	-0.1	4.2	-0.6	-0.1	-1.1	9.9
COC(=O)C1=C(c2ccc(OCc3ccccc3)cc2)C[C@@H]2CC[C@H]1N2C(=O)NCCc1ccc(F)cc1	4.2	x	x	x	-4.4	x	9.4	-6.4	-8.1
CC(C)NC(C)C(=O)C12CC3CC(CC(C3)C1)C2 (stereo not given)	22.2	-12.4	-5.8	-0.3	7.3	-0.7	7.1	-5.3	-6.4
Cc1cc(C)c2c(ccc3cccc[n+]32)c1	-3.7	1.4	-0.8	-0.1	-31.0	0.8	0.4	-7.1	-0.2
COc1ccc(NC(=O)N2CCC3(CC2)OCCO3)c(OC)c1	1.9	-8.5	-9.1	0.3	8.7	1.5	4.8	-2.8	-3.7
CC1CN=C(Nc2ccc(F)c(Cl)c2)S1 (stereo not given)	-4.1	-8.6	-9.3	7.5	-4.5	0.1	0.6	-4.1	1.9
CC(=O)C1C(N2CC2)CC2C3CCC4=CC(=O)CCC4(C)C3CCC21C (stereo not given)	-14.4	x	x	x	-11.9	x	-0.7	-7.7	0.8
NCCc1c[nH]c2ccc(F)cc12	x	-4.4	-1.0	-0.5	x	0.0	x	x	x
CCOC(=O)c1c(C)n(CCOC)c2ccc(O)cc12	5.5	-4.8	-1.4	-0.2	-11.9	0.1	4.2	-2.5	-2.4
CCOP(=O)(OCC)/C(C#N)=C/c1ccoc1	2.2	x	x	x	-7.6	x	1.3	-1.7	0.2
Cc1ccc(P(=S)(c2ccc(C)o2)N2CCOCC2)o1	1.3	2.0	1.5	-2.1	-12.5	-0.7	0.6	-4.1	-0.1
COc1ccc(C2NCCc3[nH]cnc32)cc1 (stereo not given)	-7.3	-1.4	-7.2	0.3	2.7	-0.1	4.7	-5.5	4.7
COc1cc(/C=C2\C(=O)NC(=O)N(CCc3ccc(F)cc3)C2=O)ccc1O	4.8	-4.6	-4.3	1.6	-1.4	1.2	2.8	-1.0	4.8
CC/C(=N\NC(=O)c1ccccc1)c1c(O)n(C2CCCCC2)c(=O)[nH]c1=O	-7.6	-5.8	-10.2	-1.2	-12.8	0.2	0.3	-5.3	1.9
COc1ccc(N2CCN(CCCN)CC2)cc1	4.4	-11.2	0.3	-0.8	1.0	-0.1	8.0	-5.0	-10.9
Cc1cc(C=C2C(=O)N(C)C(=S)N(C)C2=O)c(C)n1C1CCCC1	5.0	-9.1	-18.8	0.0	-19.6	1.4	8.0	-1.2	-1.5
CC12CCC3C(CCC4(O)CC(O)CCC34C=NO)C1(O)CCC2C1=COC(=O)C1 (stereo not given)	-2.9	x	x	x	-27.0	x	3.5	-4.2	-1.6
CC(NC1CCCCC1)C(O)C12CC3CC(CC(C3)C1)C2 (stereo not given)	1.8	-1.2	-23.0	3.1	-16.6	3.6	6.7	-8.3	-0.5
c1ccc2c(CN3CCCCC3)c[nH]c2c1	-16.2	-2.5	-6.3	-0.9	-29.7	1.0	1.4	-6.1	6.8
CCOc1ccc(N=Cc2c(O)n(-c3ccc(C)c(C)c3)c(=O)[nH]c2=O)cc1	-5.0	-4.1	-15.7	-0.1	-23.9	0.9	-0.2	-4.2	0.8
O=c1[nH]c2ccccc2n1C1CCN(C(c2ccnc3ccccc23)c2nnnn2Cc2ccccc2)CC1 (stereo not given)	4.8	x	x	x	54.6*	x	40.5*	-0.2	-6.4
COc1ccc(-c2ccc3n2Cc2cnnn2-c2ccccc2-3)cc1	-3.5	x	x	x	18.7	x	3.3	-4.6	2.4
O=C(O)c1ccc([N+](=O)[O-])c([N+](=O)[O-])c1	-10.2	x	x	x	-13.3	x	1.1	-0.6	6.2
C=CCN1C(=O)/C(=C/c2cccs2)C(=O)NC1=S	-5.0	-0.7	0.7	2.1	-23.2	0.3	4.7	-4.2	2.5
Cc1cc(OCc2nn[nH]n2)c2c3c(c(=O)oc2c1)CCCC3	2.6	-6.8	-12.9	-1.1	0.7	0.2	4.6	1.5	2.3
COc1ccc(C)cc1NC(=O)c1c(C)nn(Cc2ccccc2)c1Cl	-8.0	-4.3	-19.0	-1.4	-6.2	0.2	7.6	-7.5	-5.4
CN1c2ccc([N+](=O)[O-])cc2CC2(C(=O)NC(=O)NC2=O)C1c1ccccc1 (stereo not given)	-14.2	-9.3	-12.8	-0.8	-11.9	-0.6	0.7	-4.5	6.5
O=C(c1cccs1)C1CN2CCC1CC2 (stereo not given)	38.4*	-7.7	-0.2	0.1	-27.1	-0.3	11.4	-5.4	-19.4

# (list continues)
Structure	M1 antag	OXTR potentiate	CHO parental Ca	OXTR agonist	TAAR1 antag	V1aR counter	TAAR1 agonist	M1 ag	CHRM1 PAM
Nc1ccc2c(c1)Cc1ccccc1-2	3.3	2.0	-2.0	2.1	-13.2	1.3	-0.2	-6.2	4.2
CCC12CN3CC(CC)(CN(C1)C3c1cccnc1)C2=O (stereo not given)	-8.7	-1.2	-5.8	0.7	-2.4	0.4	0.3	-1.6	6.0
CN1C(=O)C(C2c3ccccc3C(=O)N2Cc2ccccc2)C(=O)N(C)C1=O (stereo not given)	5.3	-6.5	-7.8	1.1	-22.8	1.1	4.8	-2.0	0.1
O=C(CNC(=O)c1ccccc1)Nc1ccc(Br)cc1C(=O)c1ccccc1	-11.3	-8.0	-12.7	-0.7	21.4	0.1	2.7	-2.1	-3.4
Cc1[nH]c2c(C(F)(F)F)cccc2c1CCN	-11.3	-4.6	-4.6	1.3	-0.4	-0.1	11.9	-4.0	10.1
CSCc1nnc2n1-c1ccc(Cl)cc1C(c1ccccc1)=NC2	9.4	-4.0	-5.2	0.0	17.5	0.0	0.3	-4.6	-3.5
